# FXIa single inh: human FXIa protease inhibitors, primary screen, biochemical, single compound per well; Coagulation factor XI (Homo sapiens), P03951; purified human FXIa, fluorogenic AMC substrate cleavage; inhibition, % at 10 µM; 33,000 compounds, 0.3% hits; AID 687, 2007;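 active = inhibition above 40% in the primary screen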;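 also: 0% = enzyme without compound and 100% = blank wells lacking enzyme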
# Target sequence (P03951 19-387 limits assumed): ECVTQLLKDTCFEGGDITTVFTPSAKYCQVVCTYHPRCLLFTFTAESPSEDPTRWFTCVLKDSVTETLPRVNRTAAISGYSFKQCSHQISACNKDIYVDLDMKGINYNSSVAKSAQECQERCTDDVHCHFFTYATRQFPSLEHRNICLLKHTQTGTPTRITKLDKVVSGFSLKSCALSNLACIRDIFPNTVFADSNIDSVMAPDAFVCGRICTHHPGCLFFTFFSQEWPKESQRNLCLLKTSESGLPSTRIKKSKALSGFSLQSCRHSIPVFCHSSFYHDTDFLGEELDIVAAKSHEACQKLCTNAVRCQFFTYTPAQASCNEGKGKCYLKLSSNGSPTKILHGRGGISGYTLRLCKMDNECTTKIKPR
# Target sequence (P03951 388-625 limits assumed): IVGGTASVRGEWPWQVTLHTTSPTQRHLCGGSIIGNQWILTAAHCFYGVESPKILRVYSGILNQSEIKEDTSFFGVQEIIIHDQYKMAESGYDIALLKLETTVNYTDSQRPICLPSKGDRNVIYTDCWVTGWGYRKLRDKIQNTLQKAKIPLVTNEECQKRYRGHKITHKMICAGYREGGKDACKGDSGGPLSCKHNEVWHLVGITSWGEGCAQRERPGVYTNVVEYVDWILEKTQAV
# FXIIa single: human FXIIa protease inhibitors, primary screen, biochemical, single well; Coagulation factor XII (Homo sapiens), P00748; purified human FXIIa, AMC substrate fluorescence, 2 h; inhibition, % at 10 µM; 33,000 compounds, 0.2% hits; AID 701, 2007; in the data active = inhibition above about 30%;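 also: 0% = enzyme with vehicle only and 100% = no enzyme blank; many of its hits are not listed in these tables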
# An asterisk follows results filed as active. Not all compounds are listed; count on the stated rates, not on these rows.
No.	SMILES	FXIa single inh	FXIIa single
1	Brc1ccc(Sc2cnc3ccccc3n2)cc1	4.8	9.1
2	CC(C)C(=O)Nc1cccc(NC(=O)CCN2C(=O)c3ccccc3S2(=O)=O)c1	-1.7	2.5
3	C(#CCN1CCOCC1)COCCCOC(c1ccccc1)c1ccccc1	-6.5	7.4
4	COc1ccccc1N1CCN(C(c2ccccn2)c2nnnn2C2CCCCC2)CC1 (stereo not given)	27.4	19.1
5	CCn1c(COc2ccccc2)nc2ccccc21	-7.8	6.5
6	Cc1ccc(C(=O)OCC(=O)Nc2ncc(Cl)cc2Cl)cc1NC(=O)c1ccco1	5.5	3.7
7	COc1ccc(/C=C(/C#N)c2cccnc2)cc1OC	6.8	7.3
8	Cc1nc2c(-c3ccc(F)cc3)c(C)nn2c(C)c1CCC(=O)NCc1ccco1	1.2	2.8
9	Cc1ccc(-n2nc3cc(C)c(NC(=O)c4cccnc4)cc3n2)cc1	1.2	4.5
10	CCN(CC(=O)NC1CCCCCC1)S(=O)(=O)c1ccccc1	4.5	-16.3
11	C=C(C)C1Cc2c(C)nn(-c3ccccc3)c2C1 (stereo not given)	2.9	5.4
12	O=C(NCC(F)(F)F)Nc1ccccn1	-3.7	-0.1

# The final two records of the section above come first, to join the parts:
No.	SMILES	FXIa single inh	FXIIa single
11	C=C(C)C1Cc2c(C)nn(-c3ccccc3)c2C1 (stereo not given)	2.9	5.4
12	O=C(NCC(F)(F)F)Nc1ccccn1	-3.7	-0.1
13	CC(C)(C)c1ccc(C(=O)Nc2ccc(CC(=O)O)cc2)o1	5.0	3.6
14	Cc1nc2sc(C(c3ccco3)N3CCc4ccccc4C3)c(O)n2n1 (stereo not given)	-3.5	9.7
15	COc1ccc2oc(=O)c(-c3nc4ccccc4o3)cc2c1	-0.7	2.9
16	Cc1nn(-c2ccccc2)c(Cl)c1C1C(C#N)=C(N)Oc2c1c(C)nn2-c1ccccc1 (stereo not given)	3.3	7.8
17	COc1ccc2[nH]c3c(NCCCN4CCCC4=O)ncnc3c2c1	4.7	0.5
18	COc1cccc(NC(=O)C2C3C=CC4(O3)C2C(=O)N(C2CC2)C4C(=O)NC2CCCCC2C)c1 (stereo not given)	-0.2	4.2
19	CC(NC(=O)COc1ccccc1)C(c1ccccc1)N1CCN(C)CC1 (stereo not given)	-2.2	5.7
20	Cn1c(NC(=O)CCc2ccccc2)cc(=O)n(C)c1=O	1.9	2.6
21	COC(=O)c1c(NC(=O)C2CC=CCC2C(=O)O)sc(C(N)=O)c1C (stereo not given)	12.3	6.4
22	Cc1nn(C(C)CC(=O)O)c(C)c1C (stereo not given)	4.3	-6.2
23	Cc1ccc(NC(=O)COc2ccc(-n3ccnc3)cc2)cc1Cl	-2.2	4.3
24	COc1ccc(-c2nc(CCNC(=O)c3ccc(Br)o3)cs2)cc1	6.0	10.4
25	CCn1c(NCc2c[nH]c3ccccc23)nc2ccccc21	-3.5	-13.9
26	COc1ccc(OC)c(S(=O)(=O)Nc2ccccc2F)c1	2.8	3.2
27	CC1CC(NS(=O)(=O)c2cccs2)CC(C)(C)C1 (stereo not given)	-3.6	-3.3
28	CN1/C(=C/C2CC(=O)NC2=O)C(C)(C)c2ccccc21 (stereo not given)	4.9	7.3
29	CCCC(=O)Nc1ccc(C(=O)NCC(=O)OCC)cc1	0.8	3.6
30	CCOC(=O)COc1ccc2c(c1)C(=O)CC1(CCCCC1)O2	-12.3	7.4
31	CN(C)CCC(c1ccc(Br)cc1)c1ccccn1 (stereo not given)	2.4	11.3
32	COc1ccc(Cl)cc1C(=O)NCc1cnn(C)c1C	-1.5	8.4
33	Cc1ccc(-c2nnn(CC(=O)N(CC(=O)NC3CCCCC3)c3ccc(F)c(Cl)c3)n2)o1	-2.4	7.6
34	Cc1ccc2[nH]cc(C(=O)CN3CCOCC3)c2c1	-6.0	2.5
35	Cc1ccc(C(=O)NCCc2ccncc2)cc1	-4.0	-2.0
36	CCN1CCN(c2cc3c(cc2F)c(=O)c(C(=O)O)cn3C2CC2)CC1	1.4	-0.5

# In the list so far, two contain a cyano group.
No.	SMILES	FXIa single inh	FXIIa single
7	COc1ccc(/C=C(/C#N)c2cccnc2)cc1OC	6.8	7.3
16	Cc1nn(-c2ccccc2)c(Cl)c1C1C(C#N)=C(N)Oc2c1c(C)nn2-c1ccccc1 (stereo not given)	3.3	7.8

# (next part)
No.	SMILES	FXIa single inh	FXIIa single
37	O=C(CO/N=C/c1cccc([N+](=O)[O-])c1)Nc1ccc2ccccc2c1	15.5	-11.7
38	Cn1nc(C(F)(F)F)c(C#N)c1N1CCN(c2cccc(C(F)(F)F)c2)CC1	3.6	5.7
39	COc1cccc(CNC(=O)CCS(=O)(=O)c2cccs2)c1	8.4	3.2
40	O=C(Cc1coc2ccc3ccccc3c12)NCc1ccccc1	-2.8	3.9
41	O=C(Cn1cnc2sc(-c3ccccc3)cc2c1=O)NCCc1ccccc1	-7.8	4.3
42	CC(C)C(=O)c1cc2c(cc1NC(=O)Nc1cccc3ccccc13)OCCO2	7.5	2.2
43	COC(=O)c1cc2oc3ccccc3c2n1CC(=O)N1CCCc2ccccc21	-5.8	3.8
44	O=c1cc(CN2CCN(c3cccc(Cl)c3)CC2)c2cc3c(cc2o1)CCCC3	-6.1	6.8
45	Cc1ccc(Nc2nc(C)cc(C)n2)c(Br)c1	0.8	-16.0
46	CCOc1ccc(C2C(C(=O)c3cccs3)=C(O)C(=O)N2CCCn2ccnc2)cc1 (stereo not given)	-0.1	1.9
47	CCOC(=O)c1c(NC(=O)c2ccccc2Br)sc2c1CCc1ccccc1-2	-1.9	4.8
48	O=C(Nc1nnc(C2CCCCC2)s1)c1ccc(Br)s1	-5.6	5.9
49	CC(=O)Nc1ccc(-c2csc(NC(=O)c3ccc(C)o3)n2)cc1	-5.0	0.1
50	COc1ccc(OCC(=O)O/N=C(\N)Cc2ccc(Cl)cc2)cc1	6.2	-1.9
51	O=C(Cn1c(=O)sc2ccccc21)Nc1ccc(S(=O)(=O)N2CCCCC2)cc1	-0.8	-16.2
52	COCCNC(=O)NC(=O)COC(=O)c1cc([N+](=O)[O-])ccc1Sc1nc(C)cs1	-0.8	3.8
53	COc1ccccc1OCc1ccc(C(=O)N(C)C)o1	-1.2	11.2
54	CC(C)CC(C(=O)N1CCc2ccccc2C1)N1C(=O)c2ccccc2C1=O (stereo not given)	13.7	-16.2
55	O=C(COc1ccc(Cl)cc1)NCc1nnc(SCC(=O)N2CCCc3ccccc32)o1	-0.4	1.4
56	Cc1cc(Oc2ccc(C#N)cc2)nc(NCc2ccccc2)n1	10.0	4.0
57	Cc1cc(NC(=O)Cn2nc3c(cc2=O)CCCC3)ccc1Br	-1.0	-2.5
58	Cc1cc(C)cc(N2C(=O)CC(N(C(=O)c3ccco3)c3cc(C)cc(C)c3)C2=O)c1 (stereo not given)	10.6	4.5
59	O=C(CN(C(=O)CCC(=O)Nc1ccccn1)c1ccc2c(c1)OCCO2)NCCc1ccccc1	3.1	9.1
60	Cc1noc(C)c1COc1ccc(C(=O)NCC2CCCO2)cc1 (stereo not given)	2.4	6.4
61	CN(C)S(=O)(=O)c1ccc(C(=O)Nc2nnc(Cc3ccccc3)s2)cc1	2.0	-12.4
62	Oc1c(Br)cc(C2N=C(c3ccccc3Cl)NO2)cc1Br (stereo not given)	0.4	3.4
63	CC(C)c1nnc(NC(=O)C2CCN(c3cnccn3)CC2)s1	0.4	-14.9
64	CSc1ccccc1C(=O)Nc1nccs1	0.4	3.4
65	COc1cc(C2Nn3c(nnc3-c3ccccc3OC)S2)ccc1O (stereo not given)	0.7	9.0
66	CCCCCCn1c(CN2CCN(C(=O)OCC)CC2)nc2c1c(=O)n(C)c(=O)n2C	4.9	2.9
67	COCc1nnc(SCC(=O)NCc2ccccc2)n1-c1ccccc1	-2.6	4.1
68	CCOc1cc(S(=O)(=O)NCc2ccc(OC)cc2)c(OCC)cc1-n1cnnn1	-2.0	-5.5
69	NC(=O)c1cn(-c2ccccc2)nc1-c1cccnc1	0.0	6.9
70	O=C1CN(C(=O)c2ccccc2F)c2ccccc2N1	1.9	8.0
71	c1ccc2c(c1)ncn2CCCOc1ccc2c(c1)CCC2	-5.6	-9.2
72	CCOc1ccc(S(=O)(=O)N(C)c2ccc(OCC(=O)NCc3ccco3)cc2)cc1	-7.4	5.1
73	COC(=O)c1ccc(Oc2nc(Nc3ccc(C)c(C)c3)nc(N(C)C)n2)cc1	20.7	-8.4
74	COc1ccccc1OC(=O)c1ccc(S(=O)(=O)N(C)C)cc1	-10.0	3.5
75	COc1ccc(-n2cc(C(=O)O)c3ccccc3c2=O)cc1	0.4	0.7
76	O=C(Nc1ccc2nc(-c3cccnc3)[nH]c2c1)C12CC3CC(CC(C3)C1)C2	-1.0	1.1
77	c1ccc(Nc2nc(-c3ccccn3)cs2)cc1	26.3	-13.7
78	O=C(Nc1sc2c(c1C(=O)NC1CCCCC1)CCC2)c1ccco1	-1.3	-4.5
79	CC(=O)N(/N=C1\Sc2ccccc2C1=O)c1ccccc1C	-3.9	6.0
80	Cc1cc(=O)[nH]c(SCC(=O)Nc2ccc(Cl)cn2)n1	2.8	-5.0
81	CCCC(C)NC(=O)c1ccc2[nH]c3c(c2c1)CC(C)CC3 (stereo not given)	7.4	1.9
82	COC(=O)c1[nH]c(C)c(/C(O)=C2\C(=O)C(=O)N(CCN(C)C)C2c2ccc(OC)cc2)c1C (stereo not given)	7.1	4.2
83	COc1ccccc1Oc1coc2c(CN(C)C)c(O)ccc2c1=O	-18.0	-7.3
84	Cc1ccc(C)c(C(=O)CN2C3=NCCCN3c3ccccc32)c1	5.4	5.6
85	COc1cc(S(=O)(=O)NCC2CCCO2)c(OC)cc1Cl (stereo not given)	7.5	10.2
86	O=C(NCCN1CCOCC1)c1cccs1	-3.1	-11.3
87	N#CC(=C1CCCC1)c1nc(-c2ccccc2)cs1	2.6	3.9
88	Cc1ccc(-n2ncc(C(=O)N3CCc4ccccc4C3)c2NC(=O)c2ccco2)cc1C	31.6	-11.9
89	CCCCN(CC)CCCNC(=O)Cn1nc(Cc2cccnc2)c2ccccc2c1=O	5.9	8.6
90	Cc1ccc(Nc2cc(C)nn2-c2nc(C)cc(=O)[nH]2)cc1	-3.5	-16.8
91	Cc1cn(Cc2ccccc2)c(=O)[nH]c1=O	-0.8	-0.4
92	COc1ccc(NC(=O)CSc2c(C)n[nH]c2C)cc1	6.7	1.5
93	CC1(C)Cc2c(c(N3CCOCC3)nc3sc4c(NN)ncnc4c23)CS1	-3.1	8.8
94	COC(=O)c1cc(OC)c(OC)cc1NC(=O)c1cnccn1	9.5	3.0
95	Cc1ccc(SC(=O)COc2ccc(C)c(C)c2)cc1	-2.7	0.3
96	CC(=O)c1cc2c(cc1NC(=O)CCc1ccccc1)OCO2	-1.6	3.3

# Continued.
No.	SMILES	FXIa single inh	FXIIa single
97	COc1ccc(N2C(=O)[C@@H]3[C@H](C2=O)[C@H]2c4ccccc4C=CN2[C@@H]3C(=O)Nc2ccccc2)cc1	-7.7	8.4
98	CC(Sc1nnc(N)s1)C(=O)Nc1ccc(N2CCOCC2)cc1 (stereo not given)	-9.0	8.4
99	CC(C)NC(=O)c1ccccc1N(Cc1ccccc1)S(C)(=O)=O	-1.5	-2.2
100	COc1ccccc1NC(=O)c1nn(C)cc1Br	-9.8	6.8
101	CCn1c(-c2ccoc2C)n[nH]c1=S	1.0	6.2
102	Cc1nonc1OCCNC(=O)C12CC3CC(CC(C3)C1)C2	2.5	5.3
103	CC1=NN(C(C)C)C(=O)C1	28.4	-17.3
104	CCN(CC)C(=O)CCNS(=O)(=O)c1ccc(C)cc1	-12.2	5.9
105	COc1cc(NC(=O)CSc2ncccc2C(=O)OC(C)C)cc(OC)c1	-8.1	0.1
106	Cc1ccc(S(=O)(=O)/N=C(\CCl)N2CCOCC2)cc1	5.1	5.6
107	CCN(CC)C(=O)CSc1nc(-c2ccc(C)cc2)nc2c1COC(C)(C)C2	-8.4	5.7
108	O=C(Cc1ccccc1)NC1CCN(S(=O)(=O)c2cccc(F)c2)CC1	-1.1	4.2

# Of the compounds above, these contain a CF3 group:
No.	SMILES	FXIa single inh	FXIIa single
12	O=C(NCC(F)(F)F)Nc1ccccn1	-3.7	-0.1
38	Cn1nc(C(F)(F)F)c(C#N)c1N1CCN(c2cccc(C(F)(F)F)c2)CC1	3.6	5.7

# Next structures
No.	SMILES	FXIa single inh	FXIIa single
109	Cc1nnc(NC(=O)C2c3ccccc3Oc3ccccc32)s1	-4.8	3.5
110	CC(=O)Nc1cccc(NC(=O)CSc2nnnn2C)c1	-0.1	5.6
111	CCC(=O)N1c2ccc(S(=O)(=O)CCC(=O)NCc3cccs3)cc2CC1C (stereo not given)	6.2	4.4
112	Cc1ccc(C(=O)CN(C(=O)c2ccc(Cl)c(Cl)c2)N2C(=O)C3CCCCC3C2=O)cc1C (stereo not given)	8.0	2.6
113	Cc1cc(O)c(C=Nc2ccc(Cl)cn2)c(=O)o1	11.1	4.4
114	CC(C)(C)NC(=O)Cc1ccc(S(=O)(=O)N2CCCC2)s1	3.2	4.6
115	Cc1ccc(-c2nn(CC(N)=O)c(=O)c3ccccc23)cc1S(=O)(=O)N(C)C	-6.4	5.4
116	COCCOC(=O)c1c(C)n(C)c2ccc(OC(=O)C3CC3)cc12	8.3	6.1
117	CCOc1ccc(NC(=O)CCCc2cc(-c3ccc(OCC)cc3)on2)cc1	4.3	3.8
118	O=C1C(Cl)=C(NCCCO)C(=O)c2ccccc21	-6.7	6.4
119	Cc1ccc(CNC(=O)C2CCN(S(=O)(=O)c3c(C)noc3/C=C/c3ccco3)CC2)cc1	4.7	-8.5
120	CCOc1ccccc1CN1C(=O)c2ccccc2C1C(=O)NC(C)CC (stereo not given)	6.9	6.2
121	Cc1nnc(NC(=O)c2ccc(C)c(S(=O)(=O)N3CCOCC3)c2)s1	0.3	2.7
122	CCOc1ccccc1OCCn1ncc2ccc(OC)c(OC)c2c1=O	3.8	2.8
123	COc1ccc(C(=O)Nc2cc(C(F)(F)F)ccc2-n2cncn2)cc1	-4.6	10.3

# Screening data: PubChem BioAssay, PCMD
